Screening data from PubChem.
HT1080 viability: cytotoxicity in HT1080 fibrosarcoma cells, cell-based, fluorescence readout (AID 620). HT1080 viability, fluorescence; higher % means a stronger effect. cytotoxicity, % at 10 µM; hits with a dose series show EC50 in µM. 0.42% of 87,000 active; in the data active means cytotoxicity above about 50%;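 further: cells exposed to compound overnight then 4 h with Alamar Blue; 0% = vehicle DMSO and 100% = killing control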
Active calls of the source: *. Only part of the results is shown; count on the stated rates, not on these rows.

The opening seven compounds, ahead of the listing:
SMILES | HT1080 viability
CCOC(=O)Cn1nnnc1CN(Cc1cccs1)Cc1cc2cc(C)ccc2[nH]c1=O | 12%
Cn1ccnc1SCC(=O)Nc1cccc(O)c1 | 7%
Cc1c(-c2ccc(F)cc2)[n+](=O)c(-c2ccc(F)cc2)c(C)n1[O-] | -12%
Cc1ccc(CNC(=O)C(=O)NCCCn2ccnc2)cc1 | -11%
c1cc2c(cc1C1CCCCC1)c1c3n2CCN=C3CCC1 | -16%
CCNc1ccc(Br)cc(C(=O)/C=C/c2ccccc2Cl)c1=O | 1%
CCn1c(SCC(=O)Nc2ccc(S(=O)(=O)Nc3onc(C)c3C)cc2)nnc1-c1ccccc1 | -8%

This part in full, from the first entry:
SMILES | HT1080 viability
CCOC(=O)Cn1nnnc1CN(Cc1cccs1)Cc1cc2cc(C)ccc2[nH]c1=O | 12%
Cn1ccnc1SCC(=O)Nc1cccc(O)c1 | 7%
Cc1c(-c2ccc(F)cc2)[n+](=O)c(-c2ccc(F)cc2)c(C)n1[O-] | -12%
Cc1ccc(CNC(=O)C(=O)NCCCn2ccnc2)cc1 | -11%
c1cc2c(cc1C1CCCCC1)c1c3n2CCN=C3CCC1 | -16%
CCNc1ccc(Br)cc(C(=O)/C=C/c2ccccc2Cl)c1=O | 1%
CCn1c(SCC(=O)Nc2ccc(S(=O)(=O)Nc3onc(C)c3C)cc2)nnc1-c1ccccc1 | -8%
COc1ccc(-c2[nH]nc3c2C(c2ccoc2)C(C#N)=C(N)O3)cc1 (centres undefined) | 3%
Cc1ccc(-c2nc3ncccc3o2)cc1NC(=O)COc1ccccc1 | 2%
C=CCn1c(SCc2ccc(C#N)cc2)nnc1-c1ccccc1 | -4%
Cc1ccc(C)c(-n2nnnc2SCC(=O)Nc2c(C)n(C)n(-c3ccccc3)c2=O)c1 | -24%
Cc1noc(C)c1C(=O)Nc1ccc(F)cc1F | 10%
COc1ccc(NC(=O)COC(=O)CCCc2c[nH]c3ccccc23)cc1 | 18%
O=C(Cn1c(-c2cscn2)nc2ccccc21)Nc1ccc2ccccc2c1 | -10%
Cc1noc2ncnc(Sc3ccccc3Cl)c12 | 1%
COc1cccc(N(CC(=O)NCCSc2ccccn2)S(C)(=O)=O)c1 | 19%
O=C(O)c1ccccc1CSc1nc2ccccc2o1 | 2%
Cc1cccc(NCc2nc3ccccc3n2Cc2ccccc2)c1 | -12%
COC(=O)c1cc2c(ccn2-c2ccc(F)cc2)n1C(C)C | -5%
COc1ccc(C(=O)CN2C(=O)NC(C)(c3ccc(C)cc3)C2=O)cc1OC (centres undefined) | -19%
CC1=CS(=O)(=O)CC1Sc1nc2ccccc2[nH]1 (centres undefined) | 2%
COc1cc2c(cc1NC(=O)c1cccnc1)oc1ccccc12 | -1%
CC(=O)c1ccc(S(=O)(=O)N2CCN(c3nc4c(C)c(C)ccc4cc3C#N)CC2)cc1 | -5%
COc1ccc(-n2cnnc2SCC(=O)NC2CCS(=O)(=O)C2)cc1 (centres undefined) | 24%
CCC(=O)Nc1ccc(S(=O)(=O)N2CCN(c3ccc(F)cc3)CC2)cc1 | -8%

Part of the list above, set out differently.
mol	HT1080 viability
COc1cc2c(cc1NC(=O)c1cccnc1)oc1ccccc12	-1%
Cc1noc(C)c1C(=O)Nc1ccc(F)cc1F	10%
C=CCn1c(SCc2ccc(C#N)cc2)nnc1-c1ccccc1	-4%
COc1ccc(-n2cnnc2SCC(=O)NC2CCS(=O)(=O)C2)cc1 (centres undefined)	24%

Next section.
SMILES | HT1080 viability
O=C(CCC(=O)c1cccs1)c1cccs1 | 4%
Brc1ccc(Nc2nc3ccccc3n3nnnc23)cc1 | 13%
O=C(CSc1nc2ccccc2[nH]1)Nc1c(F)cccc1F | -6%
CN(C)CCNC(=O)C1CCCNC1=O (centres undefined) | 5%
CCN1CCN(CC(=O)N2c3ccccc3CC2C)CC1 (centres undefined) | -14%
CC(NCc1ccccc1)C1COc2ccccc2O1 (centres undefined) | -5%
COc1ccc(C2CC(=O)Nc3cc(C)c(C)cc32)c(OC)c1OC (centres undefined) | -11%
Cc1nn(Cc2ccc(Cl)cc2)c2sc(C(=O)OCC(N)=O)cc12 | -6%
Cc1cccc(C)c1NC(=O)CSc1nc2ccccc2c(=O)[nH]1 | -3%
O=C(CSc1nc2ccccc2c(=O)n1Cc1ccccc1)NCc1ccco1 | -2%
Cc1cccc2cc(CN(Cc3ccc(F)cc3)C(=O)N3CCOCC3)c(=O)[nH]c12 | -16%
CC(=O)N1CCc2cc(S(=O)(=O)N3c4ccccc4CC3C)ccc21 (centres undefined) | -4%
CC#CCNCc1ccccc1 | -1%
O=C(CC1NC(=O)NC1=O)Nc1ccccc1 (centres undefined) | 11%
CCCS/C(N)=N/N=C/c1ccccc1O | 1%
CCN(CC)c1ccc(C2N(C(=O)N3CCOCC3)CCN2S(=O)(=O)c2ccc(C)cc2)cc1 (centres undefined) | 3%
CCOC(=O)C(=O)/C(C#N)=C/Nc1ccccc1 | -7%
Cc1cccc(N(CC(=O)N2CCOCC2)S(C)(=O)=O)c1 | -5%
CCCCCCN(C(=O)CCCCCN1C(=O)NC(c2ccccc2-c2ccccc2)C(C(=O)OCc2ccccc2)=C1C)C(C(=O)NCCCC)c1ccc(OCC(=O)OC)c(C(=O)OC)c1 (centres undefined) | -19%
CCNc1nc(NC(C)C)nc(NS(=O)(=O)c2ccc(N)cc2)n1 | -6%
CCOC(=O)Cc1csc(NC(=O)c2ccc(OC)c(OC)c2)n1 | 10%
C[C@@H](C(=O)NCc1ccc(S(C)(=O)=O)cc1)[C@H]1C[C@]1(C)[C@H](NC(=O)OCc1ccccc1)c1ccccc1 | 0%
Cc1noc(C)c1CSc1nc2sc3c(c2c(=O)n1C)CCCC3 | -11%
CC(=O)NCC(=O)N(C)C(C(=O)Nc1ccc(C(C)C)cc1)c1ccccc1 (centres undefined) | -10%
c1ccc2c(NC3=NCCCCS3)cccc2c1 | -4%

Next part.
SMILES | HT1080 viability
CCNC(=O)[C@H](C)/C=C/C(NC(=O)OCc1ccccc1)c1ccc(C(=O)OC)cc1 (some centres undefined) | -8%
Brc1ccc(-c2ncc(-c3ccccc3)cn2)cc1 | 30%
O=C(CCOc1ccccc1)Nc1ccccc1 | -2%
COc1cccc(C2(O)CCN(C(=O)Cc3cccnc3)CC2)c1 | 1%
O=C(NCC1c2ccccc2CCN1C(=O)CN1C(=O)c2ccccc2C1=O)C1CCCCC1 (centres undefined) | 5%
Cc1nnc(SCC(=O)N2CC(=O)Nc3ccccc32)n1C | -9%
CCOc1ccc(NC(=O)N(CCC(C)C)C2CCN(C(C)=O)CC2)cc1 | -4%
Cc1ccc(C)c(S(=O)(=O)N2CCN(CC(=O)N3CCc4ccccc4C3)CC2)c1 | -2%
CC(C)CCn1c(=O)c2ccccc2c2ccccc2c1=O | -25%
Cc1ccccc1NC(=O)Cn1cnc2c1c(=O)n(C)c(=O)n2C | 9%
O=C(O)CC1=C(O)C(=O)N(c2ccccc2)C1c1ccc(Cl)cc1 (centres undefined) | -3%
O=C(CNC(=O)c1ccco1)OCC(=O)c1ccc2ccccc2c1 | -24%
Cc1ccc(S(=O)(=O)N(C)c2ccc(C(=O)N3CCN(Cc4ccc5c(c4)OCO5)CC3)cc2)cc1 | -2%
Cc1cc(C(=O)OCC(=O)NCCCN2CCCC2=O)c2ccccc2n1 | -15%
COc1ccc(-c2nnc(SCC(=O)NCc3cccs3)n2C)cc1 | -7%
CCn1c(SCC(=O)NC(C)(C)C)nnc1-c1ccoc1C | 2%
O=C(Nc1nnc(C2CC2)s1)c1ccccn1 | -20%
COc1ccc(NC(=O)CN2C(=O)c3cccc4cccc2c34)cc1OC | -1%
Cc1cc(NC(=O)CCC(=O)N(Cc2ccco2)C(C)(C)C(=O)NC2CCCCC2)no1 | -17%
O=C(O)c1cccc(NC(=O)C2CCCO2)c1 (centres undefined) | -12%
COc1ccc(N2Nc3n[nH]c(N)c3N2)cc1 | 0%
Clc1ccc(-c2n[nH]c3c2CCC3)cc1Cl | -5%
O=C(CSc1nnc(-c2c[nH]c3ccccc23)n1CC1CCCO1)Nc1ccc2c(c1)OCCO2 (centres undefined) | -15%
CN(C)c1nc(N)nc(CSc2ccccn2)n1 | 18%
N#Cc1c(NCCN)nc(-c2ccco2)c2c1CCCC2 | 38%

Carrying on.
SMILES | HT1080 viability
CCCNCc1cc(Cl)c(OCC)c(Cl)c1 | 3%
Cc1ccc(S(=O)(=O)N2CCSC2)cc1C | -14%
COc1cc(C2CC(=O)c3cnc(N)nc3C2)cc(OC)c1OC (centres undefined) | 1%
Cc1ccc(NC(=O)CN(C)CC(=O)Nc2c(C)cccc2C)c(Br)c1 | -10%
CCOC(=O)C1CCCN(C(=O)c2cc(Nc3ccc(OC)cc3)nc3ccccc23)C1 (centres undefined) | -3%
Cc1[nH]c(=O)c(C#N)c2c1CCCC2 | 2%
O=C(COc1ccc(-c2ccccc2)cc1)N1CCN(S(=O)(=O)Cc2ccccc2)CC1 | -4%
C=CCn1c(SCC(=O)NC(C)(C)C)nnc1-c1ccccc1O | -10%
COC(=O)c1[nH]c2cc(OC)ccc2c1NC(=O)c1nonc1C | 3%
O=C(NCC1CCCO1)C1CC(=O)N(C2CCCC2)C1 (centres undefined) | 12%
CCCCNS(=O)(=O)c1ccc(NS(=O)(=O)c2c(C)cc(C)cc2C)cc1 | -20%
Cc1ccc(C(=O)c2cn[nH]c2-c2ccccc2O)cc1 | 9%
O=C(O)CCCSCC(=O)Nc1ccccc1 | -10%
COc1ccc2c(c1)C1=NN(/C(C)=C\C(C)=O)C(c3ccccc3)C1CC2 (centres undefined) | -9%
CCNS(=O)(=O)c1ccc(NS(C)(=O)=O)cc1 | 2%
CCNC(=O)COc1ccc(S(=O)(=O)Nc2ccccc2)cc1 | 2%
O=C(NC1CCCC1)C1(c2ccccc2)CCN(S(=O)(=O)c2ccccc2)CC1 | -4%
Cc1c(OC(=O)c2ccc([N+](=O)[O-])cc2)c2c(c[n+]1C)COC(C)(C)OC2 | 23%
Cc1cc(Cl)c(S(=O)(=O)NC(C(=O)O)C(C)C)cc1OCC(=O)NC1CCCCC1 (centres undefined) | -1%
O=C(CN1CCN(Cc2ccc3c(c2)OCO3)CC1)Nc1ccc2c(c1)OCO2 | -8%
COC(=O)c1c(C)[nH]c(C(=O)OCC(=O)NCC(C)C)c1C | -7%
CCOc1ccc(/C=N/N(C)c2ccccc2)cc1OC | -6%
O=C(O)CCCCCNC(=O)c1ccccc1Br | -21%
COC(=O)c1ccc(NC(=O)C(C)Oc2ccccc2)cc1 (centres undefined) | -3%
O=C(NC1CCCCCCC1)NC1CCCCC1 | 4%

Further results
SMILES | HT1080 viability
COc1ccccc1N1CCN(C(=O)C(C)N(c2ccccc2)S(C)(=O)=O)CC1 (centres undefined) | 17%
COc1cc(CN2C(=O)C(NC(=O)c3ccco3)(C(F)(F)F)C3=C2CC(C)(C)CC3=O)cc(OC)c1 (centres undefined) | -8%
CCCn1c(NC(=O)c2cccc(C)c2C)nc2ccccc21 | -6%
Cc1sc2c(c1C)c(=O)nc1scc(CC(=O)O)n12 | 0%
CC1CC(C)CN(CCCNC(=O)CCNC(=O)Cn2ccc3ccccc3c2=O)C1 (centres undefined) | 4%
Cc1ccc(C(=O)c2ccc([N+](=O)[O-])cc2)cc1C | 7%
CC1=CCC(C(=O)O)(C(=O)N/N=C/c2cccs2)C(c2ccc(Cl)cc2)C1 (centres undefined) | 0%
COc1ccc(S(=O)(=O)Nc2ccc(S(=O)(=O)Nc3ccc(F)cc3)cc2)cc1C | -4%
CCOC(=O)C(C(C)=O)C(c1ccc(OCCC(C)C)cc1)C(C(C)=O)C(=O)OCC (centres undefined) | -4%
CN(C(=O)CSC1=NCCS1)c1ccccc1 | 1%
COc1ccc(Cl)cc1C(=O)NCCN(C)C | 8%
CCCCN(Cc1ccccc1)S(=O)(=O)c1ccc2[nH]c(=O)oc2c1 | -9%
c1ccc(-c2csc(Cc3nnc4n3CCCCC4)n2)cc1 | -6%
CSc1ccc(-c2nc3cnccn3c2Nc2ccc3c(c2)OCO3)cc1 | 23%
COc1ccc(C(OC(=O)c2ccco2)C(=O)NC2CCCCC2)cc1 (centres undefined) | -4%
CC1(C(=O)O)CCC(C(=O)NC2CCCCC2)C1(C)C (centres undefined) | -7%
COC(=O)CSc1snnc1-c1ccc(F)cc1 | 3%
CNC(=O)C1(CC(C)C)C=CCN1C(=O)c1ccccc1 (centres undefined) | 1%
Cn1c(=O)c(C(=O)COC(=O)c2cc(-c3ccco3)nc3ccccc23)c(N)n(CC2CC2)c1=O | -7%
CCC1CCCCN1C(=O)c1c[nH]c2ccc(S(=O)(=O)N(C)c3ccc(Cl)cc3)cc2c1=O (centres undefined) | 17%
CCOC(=O)C1=C(C)NC2=C(C(=O)CC(c3cccs3)C2)C1c1cccs1 (centres undefined) | 6%
Cc1ccc(N=C2N=C(N)c3ccccc32)cc1C | -5%
CCn1c(=O)n(CC)c2cc(S(=O)(=O)Nc3cc(C)cc(C)c3C#N)ccc21 | -8%
Cc1ccc2c(c1)CCCN2C(=O)c1cc2ccccc2oc1=O | -2%
N#Cc1sc2nc(N3CCCCC3)c3c(c2c1N)CCCC3 | 0%
CCCN=Cc1c(CCC)[nH]n(-c2nc3ccccc3s2)c1=O | -14%
Cc1cc(=O)n(CNC(=O)c2ccccc2)c(=S)[nH]1 | -5%
CC(C)c1ccc(CN(C(=O)c2cc3ccccc3oc2=O)C2CCS(=O)(=O)C2)cc1 (centres undefined) | -1%
Cc1cc2oc(=O)cc(COC(=O)c3n[nH]c4ccccc34)c2cc1C | 6%
CNc1nc2ccccc2n1/N=C/c1cccc(OC)c1OC | -30%

Filtered by structure, the compounds so far containing a nitro group on carbon (2)
SMILES | HT1080 viability
Cc1c(OC(=O)c2ccc([N+](=O)[O-])cc2)c2c(c[n+]1C)COC(C)(C)OC2 | 23%
Cc1ccc(C(=O)c2ccc([N+](=O)[O-])cc2)cc1C | 7%
